miR-122 sensor: miR-122 Renilla sensor signal increase in Huh7, primary screen, miR-122 inhibitor project, cell-based, single point, plate reader; Huh7 miR-122 Renilla luciferase sensor, 48 h; neutral wells = 0, positive control = 100; activation (reporter increase), % at 12.5 µM; 0.3% of 340,000 active; AID 602342, 2012;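 active means mean replicate activation score at least 90 and every replicate individually at or above 90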;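 further: higher luciferase means less miR-122 activity so hits act as miR-122 inhibitors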
CASP6 VEID inh: human caspase-6 inhibitors, primary screen, biochemical, VEID-R110 fluorescence, single point, set 2; P55212; purified caspase-6, Z-VEID-R110 cleavage fluorescence; inhibition, % at 12.5 µM; 0.53% of 350,000 active; AID 686996, 2013;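 active means mean inhibition across replicates at least about 35%, with every replicate also reaching that limit, limit read from the data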;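 further: 0% = median of neutral control wells and 100% = no fluorescence left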
Target sequence (P55212 24-179 limits assumed): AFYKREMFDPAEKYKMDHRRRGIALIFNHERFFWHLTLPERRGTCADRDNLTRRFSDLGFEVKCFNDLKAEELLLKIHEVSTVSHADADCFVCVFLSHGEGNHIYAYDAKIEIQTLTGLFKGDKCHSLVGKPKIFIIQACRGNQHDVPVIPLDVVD
Target sequence (P55212 194-293 limits assumed): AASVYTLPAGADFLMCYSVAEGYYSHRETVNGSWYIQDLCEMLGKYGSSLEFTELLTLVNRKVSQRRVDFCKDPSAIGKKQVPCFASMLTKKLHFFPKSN
FN deposit inh: inhibitors of fibronectin matrix deposition, primary screen, AH1F cells, Alexa488-fibronectin fluorescence, plate reader | 0.086% of 350,000 active | AID 743247, 2014 | AH1F fibroblasts, overnight | inhibition, % at 12.6 µM;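 active means mean inhibition across replicates of 30% or more, regardless of how many single replicates reach that level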;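 further: positive control wells lacked labelled fibronectin entirely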
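test system = AH1F fibroblasts assembling fluorescent fibronectin matrix | quantity = 10000 AH1F cells per well | buffer or medium = DMEM plus 2% serum, read in PBS | doses = single dose, pinned | incubation = 1 h cell attachment, overnight exposure to compound and label | detection = fluorescence at 485 nm excitation, 525 nm emission | read-out basis = inhibition from reduced deposited-fibronectin fluorescence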
EWS-Fli inh: EWS/Fli-driven NR0B1 reporter inhibitors, primary screen, A673 cells, NR0B1 luciferase, luminescence, MLPCN library; viability-normalised; inhibition, % at 12.6 µM; 0.67% of 350,000 active; AID 651661, 2012;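 active means mean inhibition of at least 50% after viability correction, with every replicate also passing that limit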;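 further: firefly luciferase signal divided by Alamar Blue viability fluorescence both relative to DMSO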
PGC1a acetyl inh: inhibitors of PGC1a acetylation signal, primary screen, cell-based, U2OS, AlphaScreen, inhibitor mode; 0.17% of 350,000 active; inhibition, % at 15.6 µM; AlphaScreen anti-acetyl-lysine; with virally co-expressed GCN5 acetyltransferase; AID 651687, 2012;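 active means every replicate shows inhibition of at least 40%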;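 further: 0% = neutral control wells and 100% = positive control wells; some results beyond the cut were filed as inactive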
PAX8 reporter: inhibitors of PAX8-driven TPO luciferase reporter, primary screen, RMG-I cells, single concentration; SteadyGlo, 24 h; inhibition, % at 12.6 µM; 1.2% of 360,000 active; AID 652154, 2013;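 active means mean replicate inhibition at least 60% with every replicate also reaching 60%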;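 further: luciferase light reporting Pax8 driven TPO promoter activity; plate controls were median of neutral control wells for no effect and mitoxantrone controls for full effect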
Cneo AK release: Cryptococcus neoformans cell lysis inducers, primary screen, AK release luminescence, single concentration; 0.2% of 360,000 active; lysis activity, % at 15 µM; AID 651654, 2012; C. neoformans lysis, adenylate kinase release luminescence, 4 h; normalised: neutral wells 0, clomiphene wells 100;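 active means mean lysis activity across replicates of at least 80%, whatever share of replicates individually reach that level; inactive means mean lysis activity below 80%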
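Material – log-phase Cryptococcus neoformans yeast cells · Input – 5 × 10^6 yeast cells/mL · Medium – fresh YPD growth medium · Doses – single compound concentration per well · Timing – static 4 h at 37 °C with compound, 1 h detection · Detection – adenylate kinase release luminescence · Read-out – signal increase indicating cell lysis · Control set – Clomiphene as positive lysis control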
LGR2 antag: inhibitors of bursicon-induced LGR2 CRE-luciferase signal, primary screen, cell-based, HEK293, CRE-luciferase reporter, bursicon stimulation; 0.35% of 380,000 active; inhibition, % at 9.99 µM; bursicon-stimulated, 4 h; Drosophila bursicon receptor LGR2 (rickets);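 active means drop in luminescence signal, shown as inhibition above about 50% in the replicate tests, limit read from the data, passing the limit was not always enough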;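 further: agonist challenge used bursicon conditioned medium at about half maximal strength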
* marks the source's active call; other numbers are inactive results; & = joins results of further samples.

SMILES | miR-122 sensor | CASP6 VEID inh | FN deposit inh | EWS-Fli inh | PGC1a acetyl inh | PAX8 reporter | Cneo AK release | LGR2 antag
CC[C@@H]1C(=O)OC[C@@H]1Cc1cncn1C | 20.1&-2.9 | 2.3&0.7 | -6.1&4.8 | -14.9&-6.6 | -2.8&-10.0 | 6.3&-1.1 | -0.4&-0.7 | -11.9&-17.8

Source: PubChem (Broad Institute)

Some of the compounds tested. The share of hits here may be higher or lower than overall.
